Source: PubChem BioAssay (National Center for Advancing Translational Sciences (NCATS))
p53ts 32C tox – cytotoxicity in p53ts cells at permissive temperature; H1299-p53A138V at 32C, ATP luminescence viability, 24 h; Potency, µM (titrated, usually from 46.1 µM), for the others: at the top dose activity change, negative = cytotoxicity, actives largely listed as cytotoxic; 130,000 compounds, 0.93% hits; AID 924;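 further: 0% = DMSO and -100% = full killing by reference compound; nearly all actives have a fitted effect of over 55% in size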
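Viability by ATPlite luminescence after 24 h compound treatment (up to 46 uM) at the permissive 32C. Cells are H1299 carrying p53 A138V. Scale runs from DMSO basal to 100 uM tamoxifen as full kill; AC50 from Hill fits.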
Peg3 imprint – inducers of genomic imprint erasure in mouse ES cells. mouse ES Peg3-LacZ reporter, beta-gal luminescence, 40 h. 110,000 compounds, 0.02% hits. Potency, µM (highest dose often 60.7 µM), for inactives: at the highest dose activity change, positive = activation, usual class: activators;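 further: 0% = negative control wells on the plate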
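Gelatin-coated wells received 300 freshly trypsinized female ES cells with a Peg3LacZ-Neo reporter on the maternal allele, then incubated 40 hours at 37C. BetaGlo was added for 5 minutes at room temperature before a single luminescence read.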
IkB signaling – inhibitors of IkB signaling in ABC-DLBCL cells. ABC-DLBCL IkBa-CBG/CBR dual luciferase ratio, 4 h; response scale: scaled: untreated 0%, proteasome inhibitor 100%. Potency, µM (titrated, usually from 57.1 µM), without a hit: top-dose IkBa stabilization activation. 110,000 compounds, 0.04% hits. AID 445; active means well fitted curve in the direction sought with a large enough effect in the signal ratio, not every such curve was filed as active; inconclusive means small, poorly fitted or top-dose-only effect, or a change in a side signal; the % refers to the signal ratio;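 further: the direction sought is a rising ratio; 0% = basal untreated cells and 100% = reference inhibitor full response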
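In this assay, an IκBα–CBG68 fusion accumulates when IKK-driven degradation is blocked; native CBR normalizes for cell number. OCI-Ly3 cells were treated 4 h with compound and doxycycline, then green and red light read after Chroma-Glo addition.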
p53ts 39C tox – kills p53ts cells at the nonpermissive temperature. H1299-p53A138V viability at 39C, ATP luminescence, 24 h. Potency, µM (top dose mostly 46.1 µM), without a hit: at the highest dose activity change, negative = cell killing, most hits filed as cytotoxic. 130,000 compounds, 1.5% hits; further: nearly all actives have a fitted effect of over 55% in size
An asterisk follows results filed as active; ? = inconclusive; · = no result given; [ ] = dose if it differs, or a comment. Unless noted, the call rests on the fitted dose curve; in most records, active means well fitted curve in the direction sought with a large enough effect; inconclusive means small, poorly fitted or top-dose-only effect, or another doubt; inactive means no such curve, though single readings can be large; an effect the other way counts as inactive or inconclusive. Unless noted, on the % scale 0 is the no-effect control and ±100 the full control effect; potency means the concentration at half of the fitted maximal effect.

The first five compounds as a preview:
SMILES | p53ts 32C tox | Peg3 imprint | IkB signaling | p53ts 39C tox
CCc1ccc(CNC(=O)c2ccc3c(c2)nc2n3CCCCC2)cc1 | -21% | 28%[10.9 µM] | ? | -11%
CN(C)c1ccc(N=Cc2nc(-c3ccccc3)oc2O)cc1 | -5% | -33%[inhibitor] | -0.3% | -13%
Cc1cc(C)c2oc(-c3cccc(NC(=O)c4cc5ccccc5o4)c3)nc2c1 | 11% | -3%[10.9 µM] | 1.0% | -8%
CCOc1ccc(S(=O)(=O)Nc2ccc3oc(C)c(C(=O)OC(C)C)c3c2)cc1 | 23% | -15%[10.9 µM] | ? | -21%
NNC(=O)CN1C(=O)Nc2ccc(Br)cc2C1c1ccccc1 (configuration not stated) | 5% | · | · | 1%

This part in full, from the first entry:
SMILES | p53ts 32C tox | Peg3 imprint | IkB signaling | p53ts 39C tox
CCc1ccc(CNC(=O)c2ccc3c(c2)nc2n3CCCCC2)cc1 | -21% | 28%[10.9 µM] | ? | -11%
CN(C)c1ccc(N=Cc2nc(-c3ccccc3)oc2O)cc1 | -5% | -33%[inhibitor] | -0.3% | -13%
Cc1cc(C)c2oc(-c3cccc(NC(=O)c4cc5ccccc5o4)c3)nc2c1 | 11% | -3%[10.9 µM] | 1.0% | -8%
CCOc1ccc(S(=O)(=O)Nc2ccc3oc(C)c(C(=O)OC(C)C)c3c2)cc1 | 23% | -15%[10.9 µM] | ? | -21%
NNC(=O)CN1C(=O)Nc2ccc(Br)cc2C1c1ccccc1 (configuration not stated) | 5% | · | · | 1%
CCN(c1cc(C)cc(C)c1)S(=O)(=O)c1nnc(NC(=O)c2ccccc2C)s1 | -5% | -8%[10.9 µM] | ? | -15%
Cc1ccc2nc(N3CCN(Cc4nnnn4C4CCCC4)CC3)c(C#N)cc2c1 | -6% | · | · | 4%
Cc1ccc(S(=O)(=O)c2nc(-c3ccco3)oc2SC(C)C)cc1 | 12% | -6%[10.9 µM] | ? | -1%
CCOC(=O)c1cccc(NC(=O)C2=C(C)C(=O)OC23CCCCC3)c1 | 13% | -6%[10.9 µM] | ? | -7%
O=C(NCc1ccccc1)c1ccc2c(c1)CCN2S(=O)(=O)c1ccccc1 | 15% | 15%[10.9 µM] | ? | -1%
CCOC(=O)C(Cc1ccccc1)NC(=O)CCc1c(C)nc2ncnn2c1C (configuration not stated) | -11% | 2% | -0.7% | -11%
COc1ccc(CNC(=O)c2ccc(-c3nc(CSc4ccc(C)cc4)c(C)o3)cc2)cc1OC | 0% | -6%[10.9 µM] | -0.4% | 13%
CC1CC2(CCCCC2)Nc2c1ccc1ccccc21 (configuration not stated) | -6% | · | · | 7%
CCC(C(=O)Nc1cc(C)ccc1OC)n1nnc(C(=O)OC)c1C(=O)OC (configuration not stated) | 9% | -5%[10.9 µM] | 0.0% | -2%
CC(=O)Nn1cc2c(=O)n(C)c(=O)n(C)c2c1 | -1% | 10% | 2.1% | 6%
COCCCN1C(=O)C(O)=C(C(=O)c2ccco2)C1c1ccccc1 (configuration not stated) | 4% | -3% | 0.7% | 1%
Cc1nn(Cc2ccccc2Cl)c(C)c1NC(=O)c1noc2c1CCCCC2 | -15% | -14% | ? | 87%[activator]
O=C(NC1CCCc2ccccc21)c1ccc(CNc2c(N3CCOCC3)c(=O)c2=O)cc1 (configuration not stated) | 2% | -9% | -2.0% | 1%
COC(=O)c1ccccc1NC(=O)N1CCCC1 | 11% | -12% | -1.3% | 11%
CCOc1cc(C2C(C(=O)OC)=C(C)N=C3SC(C)C(=O)N32)ccc1OC(C)=O (configuration not stated) | 4% | 8% | -3.1% | -5%
c1ccc(-n2ncc3c(NCc4cccs4)ncnc32)cc1 | -6% | · | · | -10%
O=C(C1CC(=O)N(c2ccccc2)C1)N1CCN(C2=NS(=O)(=O)c3ccccc32)CC1 (configuration not stated) | 1% | -4% | 1.0% | 1%
CSc1nc(-c2ccccc2)nc(N2CCCC2)c1C(C)=O | -5% | -22% | 4.2% | 37%[activator]
Cc1c(-n2c(CN3C(=O)c4ccccc4C3=O)nc3ccccc3c2=O)c(=O)n(-c2ccccc2)n1C | 1% | -6% | 5.9% | 8%
N#Cc1ccc(CSc2nnc(-c3cnccn3)o2)cc1 | -3% | -7% | 0.8% | 11%
Cc1ccc(-n2c(=O)c3ccc(C(=O)NCc4ccco4)cc3n(Cc3ccccc3Cl)c2=O)cc1 | 2% | 14%[10.9 µM] | -2.5% | 22%
CCOc1ccc(OCC)c(Nc2nc3ccc(C(=O)c4ccccc4)cc3n3cnnc23)c1 | -1% | -6%[10.9 µM] | -2.4% | 15%
Cc1ccc(S(=O)(=O)c2nc(S(=O)(=O)c3ccc(C)cc3)c(NCCCOC(C)C)s2)cc1 | 5% | -13%[10.9 µM] | 0.8% | -17%
O=C(CSC1=NCCN1)c1ccccc1 | -3%[9.22 µM] | 1%[10.9 µM] | -0.3%[11.4 µM] | 1%[9.22 µM]
c1ccc(N2CCN(CCc3nnc4n3CCCCC4)CC2)cc1 | 0% | -12% | 0.6% | 7%
COc1ccc(CN(C(=O)Cc2coc3ccc(C)cc23)C2CCS(=O)(=O)C2)cc1 (configuration not stated) | -2% | -7%[10.9 µM] | -1.0% | -16%
Cc1ccc(-c2nnc(SCC(=O)NC(C)(C)C)nc2-c2ccc(C)cc2)cc1 | ? | -13%[10.9 µM] | ? | ?
COc1ccc(-c2[nH]ncc2-c2ccc(Cl)cc2)c(O)c1 | -8% | -8% | 3.2% | 0%
COCCn1c(=S)[nH]c2cc(C(=O)N3CCc4ccccc43)ccc2c1=O | 5% | -10% | ? | -5%
N#Cc1c(N)[nH]c(=S)c(C#N)c1-c1ccccc1 | -7% | -24% | ? | -7%
COc1ccc(-n2c(=O)c(-c3cc(F)cc(F)c3)nc3cnc(N(C)C)nc32)cc1 | -1% | -5% | 2.3%[11.4 µM] | -17%

Single entries from above.
COc1ccc(-c2[nH]ncc2-c2ccc(Cl)cc2)c(O)c1 in p53ts 39C tox = 0%
Cc1ccc(-n2c(=O)c3ccc(C(=O)NCc4ccco4)cc3n(Cc3ccccc3Cl)c2=O)cc1 in p53ts 32C tox = 2%

Later entries.
SMILES | p53ts 32C tox | Peg3 imprint | IkB signaling | p53ts 39C tox
COc1ccccc1-c1c(C)oc2cc(OC(=O)c3ccco3)ccc2c1=O | 12% | -3% | 4.1% | 1%
C[N+](C)(C)c1ccc([C@H](N)C(=O)O)cc1 | 1%[9.22 µM] | -10%[10.9 µM] | -0.5%[11.4 µM] | 2%[9.22 µM]
COC(=O)c1ccccc1NC(=O)CSc1nnnn1-c1ccc(C)cc1C | 0% | -15% | -2.7% | -1%
CCOc1nc2ccccc2nc1NS(=O)(=O)c1ccccc1 | 0% | -2% | ? | -1%
Nc1c2ccccc2nc2c(O)cccc12 | -5%[20.6 µM] | -17%[16.8 µM] | 2.5%[25.6 µM] | 4%[20.6 µM]
Cc1cccc(CCn2c(=O)c3ccccc3n(Cc3cccc(F)c3)c2=O)c1 | -3% | -4%[10.9 µM] | 3.0% | -18%
Cc1ccc(C(=O)N2CCCCC2)cc1NC(=O)c1nsc2ccccc12 | -1% | -2%[10.9 µM] | ? | -2%
Cc1cccc(C)c1NC(=O)CN1C(=O)c2ccccc2Sc2ncccc21 | 5% | -14%[10.9 µM] | -3.9% | -4%
CCOc1ccc(C(=O)NCc2nc(-c3ccc(Cl)cc3)no2)cc1OCC | 1% | -13%[10.9 µM] | -1.0% | ?
COc1ccc(N2CCN(S(=O)(=O)c3cccc(C(F)(F)F)c3)CC2)cc1 | -1% | -2% | 1.0% | 10%
CCOc1ccc(C2CC(=O)NC3=C2C(=O)CCC3)cc1Cl (configuration not stated) | 25% | -10% | -0.4% | -9%
CCc1nc(C)cn1S(=O)(=O)c1ccc(Cl)c(Cl)c1OC | 4% | -19%[10.9 µM] | -2.2% | 0%

The final 4 entries of the section above open the next one:
SMILES | p53ts 32C tox | Peg3 imprint | IkB signaling | p53ts 39C tox
CCOc1ccc(C(=O)NCc2nc(-c3ccc(Cl)cc3)no2)cc1OCC | 1% | -13%[10.9 µM] | -1.0% | ?
COc1ccc(N2CCN(S(=O)(=O)c3cccc(C(F)(F)F)c3)CC2)cc1 | -1% | -2% | 1.0% | 10%
CCOc1ccc(C2CC(=O)NC3=C2C(=O)CCC3)cc1Cl (configuration not stated) | 25% | -10% | -0.4% | -9%
CCc1nc(C)cn1S(=O)(=O)c1ccc(Cl)c(Cl)c1OC | 4% | -19%[10.9 µM] | -2.2% | 0%
COCCCNC(=O)CCCn1c(=O)[nH]c2ccccc2c1=O | -1% | -8% | -1.7% | -14%
O=C(CN1CCN(c2nc(-c3ccccc3)cs2)CC1)NCc1ccc2c(c1)OCO2 | -2% | -14% | ? | -13%
CCCC(c1cc(C(C)(C)C)c(O)cc1C)c1cc(C(C)(C)C)c(O)cc1C | -25%[9.22 µM] | -10%[10.9 µM] | 2.3%[11.4 µM] | ?
CCOC(=O)c1sc(=S)n(-c2cc(F)ccc2F)c1N | 1% | -5% | -3.9% | 0%
CCc1nonc1NC(=O)c1oc2ccc(Br)cc2c1C | 2% | 10%[10.9 µM] | -2.8% | -15%
Cc1cc(C(=O)NCc2ccccc2)c(=O)[nH]c1C | -13% | -7% | 19% | -9%
O=C(COc1ccccc1Cl)OCc1cc(=O)n2nc(-c3cccs3)sc2n1 | 4% | -5%[10.9 µM] | 1.5% | -10%
COC(=O)C1=C(C)N(CCC2=CCCCC2)C(=O)C1 | 14% | -34%[inhibitor] | ? | -1%
O=C(Cn1c(SCC(=O)NC2CCCC2)nnc1-c1ccncc1)Nc1ccc2c(c1)OCO2 | -3% | -7% | 0.1% | 6%
CCC(CC)C(=O)NCCc1cc2cc(C)c(C)cc2[nH]c1=O | ? | -28% | 0.6% | ?
Cc1cc(-c2ccccc2)nc(N2CCN(c3ccccn3)CC2)n1 | ? | -13% | ? | ?
CCOC(=O)c1sc2nc3c(cc2c1N)COC(C)(C)C3 | -18% | -26% | 0.0% | -7%
COc1ccccc1C(=O)Nc1cc(-c2nn3c(C)nnc3s2)ccc1C | -5% | -5% | -1.4% | -1%
CN1/C(=C\C(=O)C(F)F)C(C)(C)c2ccccc21 | 13% | -10% | -0.3% | 6%
O=C(NC1CCCC1)c1ccc(CSc2nc3ccncc3n2Cc2cccc(F)c2)cc1 | 1% | -11%[10.9 µM] | ? | -16%
O=C1CC(c2ccc(Cl)cc2)c2cc3c(cc2N1)OCCO3 (configuration not stated) | 11% | -7%[10.9 µM] | ? | -10%
Cc1cc(C)n(-c2nnc(Nc3ccc(C(C)C)cc3)c3ccccc23)n1 | -3% | -12%[10.9 µM] | ? | 2%
COc1ccc(CNCc2c(C(=O)O)c(C)n(Cc3ccccc3C)c2C)c(OC)c1 | 3% | -6%[10.9 µM] | 3.3% | -19%
Cc1ccc(CNC(=O)C2c3ccccc3C(=O)N3CCc4ccccc4C23)o1 (configuration not stated) | 25% | -8% | 1.5% | -8%
O=C(COc1ncnc2ccc(Br)cc12)Nc1ccc(N2CCOCC2)cc1 | 6% | 7% | 4.6% | -2%
